From PubChem BioAssay
FLuc counter = counter-screen for miR-21 project: firefly luciferase inhibitors or activators. Potency, µM (highest dose often 57.5 µM), inactives show at the highest dose activity change, negative = inhibition, actives largely listed as inhibitors. P08659. purified FLuc, Km substrates, luminescence inhibition. actives 6.9% (n = 360,000);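 note: potency is the fitted concentration of half-maximal effect; plate controls were vehicle for no effect and reference inhibitor for full effect; nearly all actives have a fitted effect of over 55% in size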
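Biochemical qHTS of compounds, final roughly 60 µM downward over six points, against 10 nM purified firefly luciferase using Km concentrations of substrates (10 uM D-luciferin, 10 uM ATP) in Tris acetate pH 7.5 buffer; luminescence output.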
ELG1 genotox = inducers of genotoxicity in HEK293T ELG1-luciferase cells. actives 1.3% (n = 330,000). Potency, µM (top dose mostly 46 µM), inactives show top-dose activity change, positive = activation, actives largely listed as activators. AID 504466. HEK293T ELG1-luciferase reporter, luminescence, 16 h; note: potency is the fitted concentration of half-maximal effect; % of control where 0% means no effect; nearly all actives have a fitted effect of over 60% in size
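HEK293T cells expressing luciferase-tagged ELG1 were treated with compound or DMSO for 16 hr at 37°C. Luciferase activity was then read after 30 min with ONE-Glo at room temperature; rising signal flags genetic stress.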
RORgamma inh = inhibitors of mouse ROR gamma transcriptional activity. P51450. Drosophila S2 Gal4-RORgamma UAS-luciferase reporter, 20 h. Potency, µM (titrated, usually from 53.6 µM), for inactives: top-dose activity change, negative = inhibition, hits mostly inhibitors. actives 5.4% (n = 310,000). AID 2551; note: potency is the fitted concentration of half-maximal effect; % is set by controls: 0 for no effect and ±100 for the full control effect; nearly all actives have a fitted effect of over 60% in size
Target sequence (P51450 whole entry, looked up, the tested form may be a part): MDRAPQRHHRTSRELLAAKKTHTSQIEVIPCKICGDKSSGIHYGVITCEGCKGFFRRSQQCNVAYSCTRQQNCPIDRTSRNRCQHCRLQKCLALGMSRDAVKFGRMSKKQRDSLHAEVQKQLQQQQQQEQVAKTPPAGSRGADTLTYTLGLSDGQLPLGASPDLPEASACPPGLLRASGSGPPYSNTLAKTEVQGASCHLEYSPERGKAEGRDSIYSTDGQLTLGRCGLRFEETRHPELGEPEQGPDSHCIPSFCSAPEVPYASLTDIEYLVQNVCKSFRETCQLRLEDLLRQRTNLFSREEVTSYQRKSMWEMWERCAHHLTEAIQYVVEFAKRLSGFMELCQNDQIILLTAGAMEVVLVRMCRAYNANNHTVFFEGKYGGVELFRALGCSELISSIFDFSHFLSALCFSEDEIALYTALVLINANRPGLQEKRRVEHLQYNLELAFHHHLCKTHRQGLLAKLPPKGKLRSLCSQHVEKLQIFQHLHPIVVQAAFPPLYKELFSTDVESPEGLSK
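Compounds are pin-transferred onto Drosophila Schneider cells expressing a copper-inducible Gal4–ROR gamma transactivation domain fusion. After 1 hr, copper sulfate is added to 700 uM final; luciferase is read 20 hr later.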
VP16 counter = counter-screen for ROR gamma inhibitors: Gal4-VP16 reporter; Drosophila S2 Gal4-VP16 UAS-luciferase, luminescence, 20 h; Potency, µM (highest dose often 53.6 µM), for inactives: at the top dose activity, negative = inhibition, actives largely listed as inhibitors; actives 3.5% (n = 310,000);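 note: Gal4-VP16 expression switched on by copper sulfate through the metallothionein promoter; potency is the fitted concentration of half-maximal effect; % is set by controls: 0 for no effect and ±100 for the full control effect; nearly all actives have a fitted effect of over 50% in size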
TRPV1 agonist = agonists of human vanilloid receptor 1 (TRPV1). Q8NER1. TRPV1-expressing cells, Fluo-8 calcium influx, agonist mode. activation, % at 8.33 µM. actives 0.19% (n = 320,000); in the data active = activation above about 80%; inconclusive = between about 30% and that limit; note: 0% is about no effect
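TRPV1-expressing cells were cultured overnight at 35.5C and loaded with Fluo-8 calcium dye for 40 to 90 min at room temperature. After a 10 s baseline, compound was added and calcium influx was read kinetically for 3 min (ex 480/em 520 nm).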
Tb PFK block = blocks T. brucei phosphofructokinase. T. brucei PFK, ADP-Glo luminescence. actives 0.17% (n = 330,000). O15648. Potency, µM (highest dose often 57.5 µM), without a hit: top-dose activity, negative = inhibition, usual class: inhibitors. AID 485367;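 note: potency is the fitted concentration of half-maximal effect; 0% = uninhibited 1x PFK enzyme wells and -100% = no-enzyme wells; nearly all actives have a fitted effect of over 60% in size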
Target sequence (O15648 whole entry, looked up): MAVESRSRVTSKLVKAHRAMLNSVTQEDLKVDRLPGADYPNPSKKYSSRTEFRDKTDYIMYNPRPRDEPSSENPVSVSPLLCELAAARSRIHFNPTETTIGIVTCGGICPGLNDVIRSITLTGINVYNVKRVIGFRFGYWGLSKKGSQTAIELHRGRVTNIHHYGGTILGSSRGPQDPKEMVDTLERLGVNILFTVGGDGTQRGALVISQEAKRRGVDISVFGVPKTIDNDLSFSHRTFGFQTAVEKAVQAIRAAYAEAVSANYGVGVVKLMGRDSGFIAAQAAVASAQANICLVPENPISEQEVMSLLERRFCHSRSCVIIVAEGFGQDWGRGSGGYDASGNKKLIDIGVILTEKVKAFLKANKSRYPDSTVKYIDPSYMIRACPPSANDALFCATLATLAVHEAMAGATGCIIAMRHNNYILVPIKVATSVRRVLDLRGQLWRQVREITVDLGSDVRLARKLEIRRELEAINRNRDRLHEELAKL
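Luminescent ADP detection (ADP-Glo, two-step: ATP depletion then ADP-to-ATP conversion for luciferase) reported PFK activity after 45 min room-temperature reaction of 1.25 nM enzyme with 0.5 mM F6P and 0.1 mM ATP at pH 8.0.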
ELG1 DNA repair = inhibitors of ELG1-dependent DNA repair in HEK293T cells. HEK293T ELG1-luciferase reporter, luminescence, 16 h; DNA damage induced by 5-fluorouridine. Potency, µM (top dose mostly 46.1 µM), for the others: top-dose activity change, negative = inhibition, hits mostly inhibitors. actives 2.3% (n = 330,000). AID 504467; note: potency is the fitted concentration of half-maximal effect; % is set by controls: 0 for no effect and ±100 for the full control effect; nearly all actives have a fitted effect of over 55% in size
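5-Fluorouridine DNA damage + compound/DMSO, 2,000 cells/well, 16 h, 37 °C/5% CO2. ONE-Glo, 30 min RT, luminescence. Readout = decrease in reporter signal.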
BRCA1 expr up = BRCA1 expression activation; MCF7-BRCA1-FFLuc reporter, luminescence, 48 h; response scale: scaled: vehicle 0%, 10 µM genistein 100%; Potency, µM (doses to about 46.1 µM), without a hit: at the highest dose activation, hits mostly activators; actives 1.1% (n = 380,000); note: potency is the fitted concentration of half-maximal effect; nearly all actives have a fitted effect of over 80% in size; some results filed as inactive show a strong effect at the top dose
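Using MCF7 cells harboring a BRCA1 firefly luciferase reporter, plated 2 h before compound pinning, the screen measured luminescence after 48 h incubation. Responses were normalized to DMSO and 10 microM genistein, then fitted for concentration-effect.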
NPC1 promoter act = activates the NPC1 promoter. Potency, µM (highest dose often 9.22 µM), for inactives: top-dose activation, actives largely listed as activators. AID 485313. actives 2.4% (n = 320,000). Huh7 NPC1 promoter luciferase reporter, 24 h;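 note: potency is the fitted concentration of half-maximal effect; % of control where 0% means no effect; nearly all actives have a fitted effect of over 60% in size; reporter is driven by a mutant NPC1 promoter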
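In 1536-well qHTS, Huh7 cells harboring an NPC1 promoter–luciferase construct received compound for 24 h; activation was quantified by luminescence following luciferase reagent addition.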
Rab9 prom act = Rab9 promoter activation. Huh7 Rab9 promoter-luciferase reporter, luminescence, 24 h. Potency, µM (doses to about 9.22 µM), for the others: top-dose activation, negative = inhibition, most hits filed as activators. actives 2.8% (n = 320,000). AID 485297; note: potency is the fitted concentration of half-maximal effect; % of control where 0% means no effect; nearly all actives have a fitted effect of over 60% in size
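Quantitative HTS format; Huh7 Rab9-luciferase reporter cells (1500/well) receive compound 2 h post-plating, incubate 24 h at 37 °C, then get luciferase reagent for 10 min before luminescence reading.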
p53 reactivation = mutant p53 re-activation in reporter cells; H1299 p53-A138V BP100-luciferase reporter, luminescence, 24 h; actives 0.063% (n = 320,000); Potency, µM (doses to about 92.2 µM), for inactives: at the highest dose activity change, positive = activation, most hits filed as activators; note: potency is the fitted concentration of half-maximal effect; % of control where 0% means no effect; nearly all actives have a fitted effect of over 45% in size
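H1299 (p53-null), stable ts p53-A138V + BP100-Luc; 1000 cells/well, Opti-MEM/10% FBS; cpd 4 pt, 1:5; 24 h, 37 deg C, 5% CO2; detection reagent 10 min RT; luminescence.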
* marks the source's active call; other numbers are inactive results; ? = inconclusive; nt = not tested or not shown; & = joins results of further samples; [ ] = remark or other dose. Unless noted, calls come from the whole dose curve; as a rule, active = well fitted curve in the direction sought with a large enough effect; inconclusive = small, poorly fitted or top-dose-only effect, or another doubt; inactive = no such curve, though single readings can be large; an effect the other way counts as inactive or inconclusive.

SMILES | FLuc counter | ELG1 genotox | RORgamma inh | VP16 counter | TRPV1 agonist | Tb PFK block | ELG1 DNA repair | BRCA1 expr up | NPC1 promoter act | Rab9 prom act | p53 reactivation
Cc1cc(C)c2c(n1)nn1c(N3CCN(c4ccccn4)CC3)cc(C)nc21 | -2%[2.3 µM] | 2% | -6% | -15% | 3 | -1% | -9% | nt | -1% | -1% | 6%
COc1ccc(CC(=O)N2CCN(c3cccc(Cl)c3)CC2)cc1OC | -2% | -8% | ? | -7% | 98* | ? | -21% | -16% | 1% | 1% | nt
Nc1cc(N2CCCCCC2)c2nonc2c1[N+](=O)[O-] | -5% | -4% | 43% | -1% | 9 | 0% | -15% | -16% | -2% | -3% | -5%
O=C(C1CCCO1)N1CCN(Cc2nc3ccccc3c(=O)[nH]2)CC1 (configuration not stated) | 1% | 2% | 8% | 1% | 9 | 4% | -1% | 3% | -3% | 0% | 5%
Cn1ncc(Br)c1C(=O)N1CCOCC1 | 3% | 1% | -18% | 1% | 1 | -9% | -3% | -7% | -4% | 3% | 2%
CN(Cc1ccccc1)C(=O)c1oc(=O)c2ccccc2c1-c1ccccc1 | 2% | -5% | 11% | 2% | 16 | -8% | -7% | -37% | -2% | -17% | -10%
CC1(C2CC2)NC(=O)N(CC(=O)Nc2ccc(SC(F)F)cc2)C1=O (configuration not stated) | nt | 2% | nt | nt | nt | -7% | 14% | 0% | nt | nt | -13%
O=c1c2c(nc3nc(NCc4ccc(Cl)cc4)[nH]n13)CCC2 | ? | -2% | 3% | -3% | 0 | 0% | -9% | -5% | -2% | -2% | -1%
COc1ccccc1N1CCN(c2ncnc3sc(C)c(-c4ccccc4)c23)CC1 | -1% | -21% | -25% | 7% | 7 | 2% | ? | -81% | -5% | -3% | ?
Cc1cccc(C)c1NC(=O)CN(C)C(=O)c1ccc2nc[nH]c2c1 | 1% | 0% | nt | nt | 0 | -22% | -4% | 0% | -1% | 0% | -3%
CCNC(=S)SCCOc1ccccc1C | ? | -1% | ? | ? | 0 | 7% | 4% | -81%[inhibitor] | 0% | 3% | -3%
CCC(=O)NC(c1ccco1)c1cc(Cl)c2cccnc2c1OC (configuration not stated) | -1%&-1% | 0% | nt | nt | 4 | 1%&2% | 2% | 1% | 0%&5% | -4%&1% | -5%
CN(NC(=O)C(C)(C)C)c1nc(-c2ccccc2)nnc1C(F)(F)F | 0% | 0% | 1% | 1% | 20 | -2% | 11% | -5% | -1% | 4% | -2%
CCOC(=O)N1CCN(S(=O)(=O)c2ccc3c(c2)CC(C)N3C(C)=O)CC1 (configuration not stated) | 1% | -3% | 1% | -12% | -2 | 1% | -1% | 9% | 1% | -2% | -2%
CC(C)C(C)(C#N)NC(=O)CSc1nc(C2CCCCC2)n(-c2ccccc2)n1 (configuration not stated) | -2% | 1% | 1% | -5% | ? | -2% | -20% | -43% | 1% | -8% | 7%
FC(F)(F)c1cc(-c2cccs2)nc2ncnn12 | -1% | 4% | 4% | 3% | 0 | 3% | ? | 1% | -7% | -8% | 2%
COc1cc2c(cc1OC)-c1cc(Nc3ccccc3)nc(=O)n1CC2 | ? | ? | -9% | -8% | 1 | 0% | 5% | -20% | -1% | -2% | -6%
CSc1nc2ccc(NC(=O)c3cccs3)cc2s1 | nt | 17% | nt | nt | nt | -2% | ? | 4.5µM* | nt | nt | ?
O=C(N/N=C/c1ccc2c(c1)OCO2)c1ccc2c(c1)OCO2 | ? | -4% | -33% | 11% | ? | 4% | ? | 8.9µM* | 2.2µM* | 2.5µM* | 0%
COc1ccc(Cc2nnc(NN)[nH]c2=O)cc1OC | -2% | -1% | 0% | -4% | 2 | 4% | -6% | -5% | 0% | -4% | -6%
CSCC[C@H](NC(=O)[C@H]1CC[C@H](CNC(=O)[C@@H](N)Cc2ccccc2)CC1)C(=O)O | -3% | 0% | -17% | 5% | 0 | 4% | 9% | 2% | 0% | -6% | -1%
COc1ccc(C2CC(c3ccccc3)n3nnnc3N2)cc1 (configuration not stated) | -2% | -4% | 0% | -4% | 2 | 2% | 10% | 0% | 0% | 2% | -2%
COCCCn1c(=O)c2sccc2n2c(CCCC(=O)N(C)Cc3ccco3)nnc12 | -1% | 0% | 27% | 3% | -3 | 2% | 1% | -6% | -4% | 4% | 0%
COC(=O)CSc1nc(-c2ccccc2)c2c(c1C#N)CCCC2 | 3% | -1% | -24% | 3% | 18 | -4% | -2% | -7% | -3% | -6% | -3%
CC1(C)CC(=O)C(C=NCC2CCNCC2)=C(O)C1 | 10% | -3% | -14% | 5% | 4 | 15% | 9% | -9% | 1% | -2% | -3%

Only Rab9 prom act and NPC1 promoter act, for 2 of the compounds above:
Structure,Rab9 prom act,NPC1 promoter act
COc1ccc(C2CC(c3ccccc3)n3nnnc3N2)cc1 (configuration not stated),2%,0%
COCCCn1c(=O)c2sccc2n2c(CCCC(=O)N(C)Cc3ccco3)nnc12,4%,-4%

Continuation:
SMILES | FLuc counter | ELG1 genotox | RORgamma inh | VP16 counter | TRPV1 agonist | Tb PFK block | ELG1 DNA repair | BRCA1 expr up | NPC1 promoter act | Rab9 prom act | p53 reactivation
O=[N+]([O-])c1ccc(COc2cccnc2)cc1 | -18% | 0% | 29% | 30% | 11 | -21% | 1% | 55% | 12% | ? | 13%
CCN(CC)CCOC(=O)c1ccc(N/C=C(/C#N)c2nc(-c3cc4ccccc4oc3=O)cs2)cc1 | 3% | 3% | ? | ? | 1 | ? | 0% | 6% | -11% | -9% | 1%
CCN(CC(=O)Nc1c(F)cccc1F)C(=O)c1cc(S(=O)(=O)N(CC)CC)ccc1N1CCCCC1 | 4% | -17% | -1% | 6% | 9 | 3% | -10% | -81% | -1% | 6% | 1%
CCCN(c1ccc(C(C)C)cc1)S(=O)(=O)c1c(C)[nH]c(=O)[nH]c1=O | 1% | -6% | 0% | 0% | -2 | -1% | -21% | 1% | 1% | 4% | -26%
O=C(Nc1nccs1)c1nc[nH]c1C(=O)NCc1ccccc1 | 3% | 21% | nt | nt | 2 | -1% | 13% | -2% | 1% | -4% | -8%
COc1ccc(OC)c(NC=C2C(=O)OC3(CCCCC3)OC2=O)c1 | -6% | -2% | 0% | -1% | 1 | 0% | -7% | -8% | 2% | -1% | 4%
COc1ccc(Cn2nnnc2C(c2ccccc2Cl)N2CCC(C(N)=O)CC2)cc1 (configuration not stated) | -2% | -1% | 5% | 1% | 20 | 1% | 0% | -3% | 3% | 2% | -5%
O=C(NCCO)C(O)C(O)C(=O)NCCO (configuration not stated) | -14% | 4% | -3% | -6% | 7 | 5% | 18% | -23% | 0% | 0% | 2%
Cn1cccc1C(=O)OCC(=O)NCc1ccc2c(c1)OCO2 | nt | 5% | nt | nt | 1 | -4% | ? | 16% | -3% | 0% | 19%
O=C(Nc1ccc2[nH]ccc2c1)c1ccc(F)cc1 | 1.5µM* | ? | 11µM* | ? | 8 | -1% | ? | ? | 0.4µM* | 0.5µM* | 6%
O=C(O)c1ccc(-n2nc(C(F)(F)F)c3c2CCCC3)cc1 | ? | 0%&-1% | ? | 22%&8% | -2&2 | 0%&0% | 17%&6% | 10%&45% | -3%&1% | 13%&0% | 2%&-3%
O=C(OCc1nnc(-c2ccccc2)o1)C1CC(=O)N(Cc2ccco2)C1 (configuration not stated) | -4% | 2% | 10% | 0% | 2 | 1% | -7% | 5% | -1% | -1% | 1%
Cn1cc(C(=O)N/N=C/c2cc(Br)cs2)c2ccccc21 | ? | 2% | -18% | -1% | -1 | -4% | 1% | nt | 21% | 15% | 4%
CCCCn1c(SCC(=O)Nc2cc(C)on2)nc2cc(S(N)(=O)=O)ccc21 | -2% | 0% | nt | nt | 0 | -7% | -25% | -7% | 4%[1.84 µM] | 8% | 1%
Nc1ncnc2c1ncn2[C@@H]1O[C@H](CNCC#Cc2ccccc2)[C@@H](O)[C@H]1O | nt | 5% | nt | nt | nt | 16% | ? | 33% | nt | nt | -3%
O=c1nc(NC2CCCC2)ccn1Cc1cccc(Br)c1 | 2% | -6% | 8% | -1% | 1 | -15% | 5% | 21% | -1% | 0% | -4%
COc1cc(CN2CCNC(=O)C2CC(=O)N(Cc2nccn2C)C(C)C)cc(OC)c1 (configuration not stated) | -3% | 2% | -2% | 3% | -4 | 1% | 9% | 11% | -1% | -1% | -1%
Cc1cccc(/C=C2\Sc3ccc(C(=O)N4CCCCC4)cc3N(C)C2=O)c1 | -18% | -11% | ? | -19% | 11 | 2% | -15% | -52% | -2% | -5% | -9%
C/[N+]([O-])=C\C1C(=O)CC(C)(C)CC1=O | -1% | 0% | 11% | -11% | 2 | -1% | ? | 1% | 9% | -1% | 0%
